AMA1 RON2 block = disrupts binding of P. falciparum AMA1 to RON2; AlphaScreen AMA1-biotinylated RON2 peptide binding; Potency, µM (highest dose often 58.2 µM), inactives show top-dose activity change, negative = inhibition, most hits filed as inhibitors; AID 720542; hit rate 0.2% among 360,000;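 note: potency is the fitted concentration of half-maximal effect; 0% = vehicle wells and -100% = peptide control; nearly all actives have a fitted effect of over 45% in size; some results filed as inactive show a strong effect at the top dose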
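AMA1 (3D7) with his tag at 25 nM final met compounds first, then biotinylated RON2 peptide at 25 nM; detection used donor plus acceptor beads, 10 µg/mL apiece, read by AlphaScreen after 30 min at room temperature.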
Pf growth 96h = inhibits malaria parasite growth, 96 h | Potency, µM (highest dose often 28.7 µM), without a hit: at the top dose activity change, negative = inhibition, hits mostly inhibitors | P. falciparum luciferase reporter growth, 96 h | hit rate 6.9% among 320,000; note: potency is the fitted concentration of half-maximal effect; % is set by controls: 0 for no effect and ±100 for the full control effect
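P. falciparum expressing integrated firefly luciferase, in erythrocytes at 2% hematocrit, 0.05% parasitemia, incubated with compounds 96 h at 37 C, 5% CO2. Growth inhibition read as loss of luminescence; two-generation exposure targets delayed-death apicoplast inhibitors.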
Pf growth 48h = P. falciparum growth inhibition at 48 hours (one generation); hit rate 5.9% among 310,000; P. falciparum luciferase growth in erythrocytes, 48 h; AID 504832; Potency, µM (series often up to 28.7 µM), without a hit: at the top dose activity change, negative = inhibition, most hits filed as inhibitors; note: potency is the fitted concentration of half-maximal effect; % is set by controls: 0 for no effect and ±100 for the full control effect
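Parasite viability was followed by luminescence of a genomically integrated firefly luciferase. Cultures held 0.1% parasitemia at 2% hematocrit (final), incubated under 5% CO2 at 37 C.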
Tb PYK inh = inhibitors of Trypanosoma brucei pyruvate kinase. TbPYK enzyme, Kinase-Glo Plus ATP luminescence, 45 min. hit rate 0.12% among 410,000. Q57TT1. Potency, µM (titrated, usually from 76.8 µM), for inactives: at the top dose activity, negative = inhibition, usual class: inhibitors; note: potency is the fitted concentration of half-maximal effect; % is set by controls: 0 for no effect and ±100 for the full control effect; nearly all actives have a fitted effect of over 50% in size
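Quantitative HTS: titrated library compounds versus trypanosomal pyruvate kinase in TEA buffer (pH 7.2) containing KCl, MgCl2, BSA and Tween-20. Reactions were initiated with ADP, 130 uM final. Kinase-Glo Plus luminescence was read after 45 min at RT.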
LmPK inhibitor = LmPK (Leishmania mexicana) enzyme inhibition. Potency, µM (doses to about 57.5 µM), for the others: top-dose activity change, negative = inhibition, actives largely listed as inhibitors. hit rate 0.37% among 290,000. purified LmPK, Kinase-Glo ATP luminescence, 1 h; note: potency is the fitted concentration of half-maximal effect; % is set by controls: 0 for no effect and ±100 for the full control effect
Target sequence (Q27686 whole entry, looked up): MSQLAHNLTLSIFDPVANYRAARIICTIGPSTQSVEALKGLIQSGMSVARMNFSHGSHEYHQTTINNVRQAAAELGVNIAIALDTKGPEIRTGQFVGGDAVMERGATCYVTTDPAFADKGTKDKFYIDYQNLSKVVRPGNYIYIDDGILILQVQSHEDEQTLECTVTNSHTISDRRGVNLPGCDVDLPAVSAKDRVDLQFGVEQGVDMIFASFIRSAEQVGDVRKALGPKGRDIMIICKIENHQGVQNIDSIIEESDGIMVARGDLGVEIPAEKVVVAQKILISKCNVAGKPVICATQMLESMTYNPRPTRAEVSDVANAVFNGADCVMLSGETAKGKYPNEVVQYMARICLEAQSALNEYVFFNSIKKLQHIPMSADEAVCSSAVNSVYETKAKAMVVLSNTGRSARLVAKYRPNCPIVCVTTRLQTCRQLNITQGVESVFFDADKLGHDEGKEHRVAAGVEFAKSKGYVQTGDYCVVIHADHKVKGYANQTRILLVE
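qHTS format; LmPK 0.1 nM; substrates PEP 0.5 mM and ADP 0.1 mM. One-hour room-temperature incubation, then coupled luciferase luminescence; 0.5 nM enzyme wells mark activation.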
Cycloheximide cs = counter-screen for Shiga toxin inhibitors: cycloheximide protein synthesis inhibition; cell reporter, cycloheximide protein synthesis inhibition counterscreen; max response, %; hit rate 12% among 300,000; in the data active = max response mostly above about 13%, no sharp cut-off; inactive = mostly below about 14%; note: read at 38.3 µM for the half of the compounds with a filed dose; 0% is about no effect
Shiga toxin inh = inhibitors of Shiga toxin in Vero cells; Vero cells, Shiga toxin protein synthesis inhibition reporter; AID 2315; hit rate 9.2% among 290,000; inhibition, % at 38.7 µM; in the data active = inhibition mostly above about 28%, no sharp cut-off; inactive = mostly below about 43%; note: 0% is about no effect
Numbers without * were called inactive; ? = inconclusive; . = not tested or not shown; & = joins results of further samples; [ ] = dose if it differs, or a comment. Unless noted, calls come from the whole dose curve; as a rule, active = well fitted curve in the direction sought with a large enough effect; inconclusive = small, poorly fitted or top-dose-only effect, or another doubt; inactive = no such curve, though single readings can be large; an effect the other way counts as inactive or inconclusive.

SMILES	AMA1 RON2 block	Pf growth 96h	Pf growth 48h	Tb PYK inh	LmPK inhibitor	Cycloheximide cs	Shiga toxin inh
CC1CC(OP(O)(=S)c2ccc(N(C)C)cc2NC(=O)c2cccs2)CC(C)(C)C1 (configuration not stated)	?	-7.8%	-22.1%	?	-0.4%	31.5*	31.9
COc1cc(Cl)c(NS(=O)(=O)c2ccc(-c3ccc(=O)[nH]n3)o2)c(OC)c1	-9.3%	56.4%[activator]	18.5%	0.3%	-4.7%	-7.9	-11.3
CN(C(=O)COC(=O)C1CCN(S(=O)(=O)c2c(Cl)cccc2Cl)CC1)C1CCCCC1	0.4%	?	?	4.0%	.	.	.
COc1ccccc1NC(=O)Cn1c2ccccc2c2nc3n(c(=O)c21)CCS3	-16.3%	8.2%	?	-20.2%	3.3%	8.6	-34.6
O=C(CSc1n[nH]c(-c2ccco2)n1)N1c2ccccc2Sc2ccccc21	-14.8%	-7.3%	?	7.4%	8.9%	-2.9	-7.6
Cc1ccc2[nH]c(O)c(N=O)c2c1	11.5%	-8.1%	?	-2.0%	3.3%	10.5	19.2
COc1ccccc1N1CCN(Cc2ccc(OC)c3ccccc23)CC1	?	?	?	7.8%	3.9%	-1.9	-3.1
COc1cc(S(=O)(=O)N2CCN(C(=O)c3ccccc3F)CC2)c(OC)cc1NC(C)=O	25.3%	?	?	1.1%	-1.0%	11.7	-19.0
CS(=O)(=O)c1ccc(Cl)c(NC(=O)CSc2nnc(C3CC3)n2C2CC2)c1	-0.7%	-14.5%	6.8%	0.0%	.	.	.
O=S(=O)(c1ccc(Cl)cc1)c1ccccn1	32.5%[activator]	-0.2%	5.8%	5.2%	0.1%	-7.3	-2.7
C=CCOC(=O)C1=C(C)NC(C)=C(C(=O)OCC=C)C1c1ccc(O)cc1	0.7%	4.0%	?	.	5.0%	-0.3	-7.0
CC(C)(C)OC(=O)CNC(=O)c1[nH]cnc1C(=O)NC1CCN(C(=O)OC(C)(C)C)CC1	50.4%[activator]	?	?	-5.9%	-4.8%	-5.0	-12.7
O=C1N/C(=N\N=C\c2ccccn2)SC1Cc1cccc(SC(F)F)c1 (configuration not stated)	51.5%[activator]	?	?	5.1%	2.5%	-2.5	-12.9
CCc1ccc(C(O)(CC(C)C)C(CN2CCOCC2)c2ccccc2)cc1 (configuration not stated)	?	-1.7%	?	2.6%	-5.4%	-2.8	11.1
O=C(Nc1ccc2c(c1)OCCO2)c1ccc(Br)cc1	-1.9%	16.8%	20.4%	0.7%	-2.2%	32.6*	48.0
CCn1cc(/C=C(\NC(=O)c2ccccc2F)C(=O)NCCN2CCOCC2)c2ccccc21	-9.4%	?	-17.0%	0.4%	-0.1%	6.6	-21.3
COc1ccc(CC(=O)Nc2ccc(S(=O)(=O)Nc3nccs3)cc2)cc1	2.7%	21.0%	1.6%	-21.1%	2.9%	-4.1	-8.8
Cc1cccc2cc(CN(C(=O)c3cnccn3)C3CCCCC3)c(Cl)nc12	-7.4%	?	4.15µM*	-2.9%	0.2%	-0.9	12.0
Nc1n[nH]c(N)c1N=Nc1ccc(Cl)cc1Cl	3.3%	57.8%[activator]	92.1%[activator]	2.0%	3.0%	51.7*	38.1*
COc1cc2c(cc1OC)C(C)N(C(=O)c1ccc(Br)o1)CC2 (configuration not stated)	-6.0%	23.0%	10.5%	-4.5%	-2.7%	-0.8	-4.8
FC(F)(F)c1ccccc1/C=N/n1c(COc2ccccc2)n[nH]c1=S	61.9%[activator]	17.1%	-0.7%	-24.9%	-7.0%	-1.5	11.0
Cc1cccc2sc(NNC(=O)c3cc(-c4cccs4)nc4ccccc34)nc12	39.4%[activator]	4.15µM*	?	-21.6%	4.5%	-0.8	26.1
O=c1c2c(nc3cc(-c4ccccc4)[nH]n13)CCS2	-9.1%	272.2%[activator]	48.9%[activator]	-6.5%	-19.8%	43.4*	75.1*
COC(=O)c1ccc2c(=O)n(CCCCCC(=O)NC(C)C)c(=O)[nH]c2c1	2.5%	-23.2%	?	4.0%&6.8%	-0.1%	-4.3	-2.5
Cn1nc(C(=O)Nc2ccccc2N2CCOCC2)ccc1=O	6.5%	-29.8%	-8.5%	-19.6%	.	.	.
Cc1csc(SCC(=O)N(C)CC(=O)Nc2ccc(F)cc2)n1	.	20.0%	3.0%	.	2.4%	-0.6	-12.4
O=C(Cc1cccs1)NNC(=S)NCc1ccco1	11.8%	11.1%	25.6%	-14.6%	2.1%	-1.2	-7.5
O=C(c1ccco1)N(Cc1ccccc1)c1cccc([N+](=O)[O-])c1	-6.6%	6.57µM*	?	-4.0%	-1.5%	9.7	4.7
CCOC(=O)c1c(S(=O)(=O)NCC(=O)NCc2cccc(C)c2)c(C)n(C)c1C	-10.6%	14.7%	9.3%	0.3%&-4.2%	5.5%	-2.9	-3.7
COC(=O)c1sc2ncccc2c1OCc1ccccc1Cl	5.9%	0.0%	20.0%	3.8%	6.1%	-1.7	-13.3

Complete entries, quoted from the list:
FC(F)(F)c1ccccc1/C=N/n1c(COc2ccccc2)n[nH]c1=S is listed with AMA1 RON2 block = 61.9%[activator]; Pf growth 96h = 17.1%; Pf growth 48h = -0.7%; Tb PYK inh = -24.9%; LmPK inhibitor = -7.0%; Cycloheximide cs = -1.5; Shiga toxin inh = 11.0
COc1ccc(CC(=O)Nc2ccc(S(=O)(=O)Nc3nccs3)cc2)cc1 is listed with AMA1 RON2 block = 2.7%; Pf growth 96h = 21.0%; Pf growth 48h = 1.6%; Tb PYK inh = -21.1%; LmPK inhibitor = 2.9%; Cycloheximide cs = -4.1; Shiga toxin inh = -8.8

Next part
SMILES	AMA1 RON2 block	Pf growth 96h	Pf growth 48h	Tb PYK inh	LmPK inhibitor	Cycloheximide cs	Shiga toxin inh
CCCc1nc2ccccc2c(=O)n1CC(=O)c1ccc(F)cc1	-1.6%	16.6%	.	1.8%	1.8%	1.2	-3.3
Cc1ccc(CNC(=O)C(=O)NCC2CCCN2S(=O)(=O)c2cc(C)ccc2C)cc1 (configuration not stated)	-5.6%	?	?	-7.7%	.	.	.
CCN1CCc2c(C#N)c(N3CCOCC3)nc(NCCO)c2C1	2.8%	?	9.1%	-6.6%	2.0%	-5.8	-20.3
CN(C)CCCOc1cccc(Oc2ccccc2)c1	-23.4%	8.7%	-11.9%	-1.3%	-6.9%	8.7	20.2
CC(C)C(NC(=O)c1ccco1)C(=O)OCC(=O)NCCc1ccccc1 (configuration not stated)	13.6%	53.9%[activator]	-1.0%	2.7%	.	.	.
O=C(COC(=O)c1ccc(=O)n(Cc2ccccc2)n1)Nc1ccc2c(c1)OCCO2	-1.9%	.	-3.5%	2.9%	7.8%	-2.5	31.4
COc1ccc(NC(=O)CSc2nccn2-c2cccc(OC)c2)cc1	-4.7%	?	6.0%	-0.7%	0.5%	0.5	39.8*
COc1ccc2ccccc2c1C1NC(=O)NC(C)=C1[N+](=O)[O-] (configuration not stated)	-0.5%	?	.	0.5%	1.6%	1.6	14.6
CCOC(=O)c1nc(S(C)(=O)=O)ncc1N1CCOCC1	1.9%	-15.5%	1.0%	-1.8%	-0.5%	-3.3	6.4
C=CCN(C(=O)CNC(=O)c1ccco1)C(C(=O)NC1CCCC1)c1cccs1 (configuration not stated)	5.7%	31.5%[activator]	12.1%	-6.8%	-1.2%	-4.9	-5.4
COc1ccc(CNCCc2ccc(Cl)cc2)c(OC)c1OC	?	154.9%[activator]	0.0%	15.6%	-2.3%	1.8	-8.2
Cc1ccc(-n2c(CC#N)n[nH]c2=S)c(C)c1	62.9%[activator]	1.3%	4.7%	?	?	6.7	32.1
Cc1nnsc1SCC(=O)O	-4.6%	0.0%	43.0%[activator]	6.0%	0.9%	-2.3	23.7
C=CCN1CCN(C(=O)CCc2ccccc2)CC1	-14.7%	148.9%[activator]	5.2%	-7.2%	-1.2%	0.7	-5.5
Cn1c(=O)c2c(SCC(=O)NCCc3ccccc3)nc(C3CC3)nc2n(C)c1=O	-7.2%	3.9%	-3.6%	5.6%	7.3%	-0.1	-4.5
COC(=O)c1ccccc1NC(=O)CN1CCC(C(=O)c2ccc3c(c2)OCCO3)CC1	-18.1%	1.47µM*	7.8%	-4.4%	6.3%	-3.4	-9.3
CC(=O)O[C@]1(C(C)=O)CCC2C3CCC4=C/C(=N/OCC(=O)O)CC[C@]4(C)C3CC[C@@]21C (some centres not stated)	-0.7%	?	-17.7%	-2.9%	0.2%	-0.5	4.2
C=CC(=C)CC(NC)c1ccccc1 (configuration not stated)	-1.1%	295.7%[activator]	19.6%	5.1%	8.1%	-10.8	-30.9
Cc1cccc(C(=O)O/N=C(\N)Cc2ccc([N+](=O)[O-])cc2)c1	1.1%	?	?	-7.6%	-1.1%	11.5	21.5
Cc1ccc(-c2cc(C#N)c(=O)n(Cc3c(Cl)cccc3Cl)c2)cc1	3.7%	?	?	-7.4%	2.7%	0.9	-8.0
COc1cc(/C=C(\C#N)c2nc3ccccc3[nH]2)cc(Br)c1OCc1ccccc1	23.6%	-15.3%	2.94µM*	3.5%	2.8%	12.3*	14.7
Nc1c(Cl)ncnc1NCCc1ccc(O)cc1	-0.1%	31.0%[activator]	11.8%	6.8%	3.1%	0.6	16.2
N#CC(Cc1ccccc1OC(F)F)c1nc2ccccc2[nH]1 (configuration not stated)	17.2%	-25.8%	?	-3.6%	-6.5%	13.3	11.2
COC(=O)Cc1c(C)nc2nc(NCc3c(F)cccc3Cl)[nH]n2c1=O	-0.3%	26.0%	-1.2%	-13.2%	-1.7%	2.4	-15.5
O=C(NC1CCN(Cc2ccccc2)CC1)C1CCN(S(=O)(=O)c2cccc3nsnc23)CC1	14.4%	87.3%[activator]	20.0%	-0.9%	-7.2%	-4.0	-2.9
COc1ccc(-c2cc(=O)n(-c3ccc([N+](=O)[O-])cc3)[nH]2)cc1	-21.4%	-11.2%	?	2.5%	1.4%	5.0	22.7
CCC(=O)NC(=S)Nc1ccc(NC(=O)c2ccc(Br)o2)cc1	3.9%	0.0%	?	-4.2%	1.6%	16.3	111.9*
CCOC(=O)c1nc(C)sc1-c1ccnn1S(=O)(=O)c1ccccc1C(F)(F)F	-8.0%	9.2%	-28.2%	2.1%	2.0%	5.6	-3.7
NNc1ccc(Cc2ccc(Cl)cc2Cl)nn1	-14.3%	?	321.7%[activator]	-2.1%	12.1%	-3.1	15.6
C#Cc1ccc([C@H]2C=C(C(=O)NCc3ccccc3)O[C@@H](OCC)[C@@H]2CCCO)cc1	37.0%[activator]	?	?	-1.9%	8.2%	1.2	-8.8
CCN(CC)C(=O)c1ccc(NC(=O)Cn2nc(C)c3ccccc3c2=O)cc1	-0.5%	-0.9%	7.8%	-4.2%	-0.3%	-2.5	6.5
COCCNC(=O)c1ccc(N2CCCCC2)c(NS(=O)(=O)c2ccc(C)cc2)c1	-6.7%	400.4%[activator]	5.22µM*	-12.0%	6.4%	15.8*	-0.6
COc1ccc(CN(C)C(C)C(=O)Nc2ccc([N+](=O)[O-])cc2Cl)cc1OC (configuration not stated)	?	11.7µM*	?	-15.6%	4.9%	-3.0	-10.4

Assay outcomes: PubChem BioAssay, National Center for Advancing Translational Sciences (NCATS)
